# Assay outcomes from PubChem.
# TRPC6 act: activates the mouse TRPC6 cation channel; HEK293-TRPC6 membrane potential dye fluorescence; stronger effect = higher value; B-score at 10 µM; hit rate 0.13% among 310,000; AID 2550;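 active means B-score of the integrated fluorescence ratio above library mean plus 3 SD, and starting fluorescence ratio within library mean plus 5 SD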;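 further: higher score means more depolarization so channel activation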
# TRPC4 inh: inhibitors of mouse TRPC4 channel | Q9QUQ5 | HEK293 TRPC4beta/mu-opioid, DAMGO-evoked Fluo4 calcium flux; stronger effect = lower value | B-score at 10 µM | hit rate 0.39% among 300,000 | AID 2247;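 active means B-score over 3 SD under the library average, no early fluorescence shift, positive overall ratio signal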
#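 Material: HEK293 cells with stable TRPC4beta plus mu-opioid receptor expression / Probe or stimulus: DAMGO in two steps, submaximal then maximal / Compound: single concentration per test compound / Technique: kinetic Fluo4 fluorescence imaging of calcium influx / Read-out: per-well B score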
# AI-2 QS modul: modulates the Vibrio harveyi AI-2 quorum sensing system. activity change, % at 7.5 µM. hit rate 0.4% among 300,000. Vibrio harveyi JMH597 AI-2 luminescence/OD600 ratio, 9 h; stronger effect = lower value; strain lacks LuxN and CqsS sensors; 0 = neutral-control median; in the data active means activity change below about -75%, passing the limit was not always enough;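 further: luminescence divided by OD600 gain over 9 h not by final OD600 alone; inactives centre near 13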
# MrgX1 antagonist: blocks BAM8-22 activation of human MrgX1 receptor | B-score at 10 µM | Q96LB2 | hit rate 1.3% among 310,000 | MRGX1-HEK293 calcium flux, Fluo-4, BAM8-22 antagonism; stronger effect = lower value;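 active means calcium-response B-score plate-corrected more than 3 library SD below zero, starting fluorescence within 5 deviations, no agonist response on first addition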;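 further: peak minus trough fluorescence over baseline after final BAM8-22 challenge near maximal dose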
# Target sequence (Q96LB2 whole entry, looked up): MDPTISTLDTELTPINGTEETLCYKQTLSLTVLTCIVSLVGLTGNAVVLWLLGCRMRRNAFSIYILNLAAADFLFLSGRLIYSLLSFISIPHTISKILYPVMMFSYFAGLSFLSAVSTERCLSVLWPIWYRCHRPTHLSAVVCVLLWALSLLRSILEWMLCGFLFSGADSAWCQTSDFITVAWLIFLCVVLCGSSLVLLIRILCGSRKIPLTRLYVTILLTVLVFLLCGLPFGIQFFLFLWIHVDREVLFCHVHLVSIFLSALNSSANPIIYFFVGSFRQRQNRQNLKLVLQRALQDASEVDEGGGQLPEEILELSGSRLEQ
# PolyA inhibitor: yeast polyadenylation inhibition; calls only at 12 µM; S. cerevisiae SKY197-pL101 polyadenylation reporter, beta-gal luminescence; efflux-impaired pdr1/pdr3 knockout yeast; score 100 = 6 SD above DMSO; hit rate 0.02% among 300,000;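 active means lowest replicate activity score at least 50, where 100 means six control SD above control mean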;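 further: yeast exposed to compound for 9 h at 30 °C; higher score means more reporter readthrough which indicates perturbed polyadenylation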
# TRPC4 potent: TRPC4 (mouse) allosteric potentiation. Q9QUQ5. HEK293 TRPC4beta/mu-opioid, DAMGO EC20, Fluo-4 Ca2+ flux; stronger effect = higher value. B-score at 10 µM. hit rate 0.42% among 310,000. AID 2227;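 active means B-score of calcium response area above 5 SD of library B-scores, with initial fluorescence ratio within 5 SD of library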;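 further: B-score of integrated fluorescence ratio over time as area under calcium response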
# MrgX1 agonist: activates human MrgX1 receptor signaling; Q96LB2; MrgX1-HEK293 cells, Fluo-4 calcium fluorescence, agonist mode; stronger effect = higher value; B-score at 10 µM; hit rate 0.44% among 310,000; AID 588627;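 active means calcium response B-score plate-corrected fluorescence ratio at least 3 library SD, with starting fluorescence B-score inside 5 SD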
#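 System: HEK293 cells stably expressing human MrgX1 receptor; Dosing: test compound in the initial addition of three; Schedule: overnight plating, then 30 min 37 °C plus 30 min room-temperature dye loading; Detection: kinetic calcium dye fluorescence, Fluo-4 NW; Controls: per-plate positive and negative controls for Z′ factor.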
# HIF act: HIF pathway transcriptional activation; activation, % at 7.5 µM (by protocol); U2OS HRE-luciferase reporter, luminescence; normalized: DMSO 0%, desferrioxamine 100%; hit rate 0.32% among 300,000; AID 1910;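 active means mean activation of at least 10% of the iron chelator positive control signal, with at least half of replicates also reaching 10%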
# MrgX1 allo act: human MrgX1 positive allosteric modulation, primary screen; MrgX1-HEK293, Fluo-4 calcium flux, FDSS; stronger effect = higher value; B-score at 10 µM; hit rate 0.63% among 310,000;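 active means plate-corrected calcium response at least 3 library SD above typical, normal starting fluorescence, not activating the receptor alone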;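 further: compound read alongside a low EC10 to EC30 dose of BAM8-22 agonist; peak minus trough fluorescence over baseline measured at the second addition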
# TRPC4 agonist: TRPC4 (mouse) channel activation; hit rate 0.49% among 310,000; B-score at 10 µM; HEK293 TRPC4beta/mu-opioid, Fluo4 calcium fluorescence; stronger effect = higher value; AID 2237; Q9QUQ5;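 active means B-score above 5 SD of library B-scores, and initial fluorescence ratio not above library mean plus 5 SD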;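 further: positive B-score marks a calcium rise read as TRPC4 activation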
#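 Material: TRPC4beta and mu-opioid receptor HEK293 stable cells | Incubation: 45 min room-temperature Fluo4 loading, 110 s read | Detection: Kinetic Fluo4 calcium fluorescence | Measure: Integrated baseline-normalised fluorescence ratio, converted to per-well B score | Benchmarks: Low control buffer alone, high control maximal DAMGO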
# TRPC6 inh: inhibitors of mouse TRPC6 channel; hit rate 1.1% among 310,000; HEK293-TRPC6, membrane potential dye, ACh-evoked depolarization; stronger effect = lower value; B-score at 10 µM; Q61143;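 active means B-score under library mean minus 3 SD, initial fluorescence not abnormally high, positive integrated signal ratio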;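 further: B-score derived from integrated fluorescence ratio over the kinetic read; more negative B-score means stronger inhibition of depolarization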
# Active calls of the source: *; i = inactive; / = not tested or not shown. Some of the compounds tested; the hit share may differ from the screen's.
SMILES,TRPC6 act,TRPC4 inh,AI-2 QS modul,MrgX1 antagonist,PolyA inhibitor,TRPC4 potent,MrgX1 agonist,HIF act,MrgX1 allo act,TRPC4 agonist,TRPC6 inh
CS(=O)(=O)N(CC(=O)N/N=C/c1ccc(OCC(=O)N2CCOCC2)cc1)c1ccccc1Cl,i,i,53,i,i,i,i,0.2,i,i,i
CCOc1cc(NC(=S)NCCCN2CCOCC2)c(OCC)cc1NC(=O)C1CC1,i,i,33,i,i,i,i,0.2,i,i,i
Cc1ccc(S(=O)(=O)N2CCOC2CNC(=O)C(=O)NCCc2ccc(S(N)(=O)=O)cc2)cc1 (configuration not stated),i,i,45,i,i,i,i,0.1,i,i,i
O=C(N/N=C/c1cc(Br)c(O)c([N+](=O)[O-])c1)C(O)(c1ccccc1)c1ccccc1,i,i,15,i,i,i,i,0.5,i,i,i
Cc1ccc(-c2cc(C(=O)N/N=C/c3c[nH]c4ccccc34)[nH]n2)cc1,i,i,16,/,i,i,/,1.0,/,i,i
O=C(N/C(=C\c1ccc([N+](=O)[O-])cc1)C(=O)N1CCOCC1)c1ccco1,i,i,8,i,i,i,i,0.0,i,i,i
COCCN(C(=O)CC1C(=O)NCCN1CC(c1ccccc1)c1ccccc1)C(C)C (configuration not stated),i,i,31,i,i,i,i,-0.2,i,i,i
CC1CCC2(CC1)NC(=O)N(CC(=O)Nc1ccc3c(c1)CCC3)C2=O (configuration not stated),i,i,25,i,i,i,i,0.4,i,i,i
COc1ccccc1C(=O)C1CCCN(C(=O)CSc2ccccn2)C1 (configuration not stated),i,i,3,i,i,i,i,0.2,i,i,i
N#C/C(=C\c1cccc([N+](=O)[O-])c1)c1ccccn1,i,i,12,i,i,i,i,0.7,i,i,i
CN(C)CCCN1c2ccccc2Sc2ccc(C(F)(F)F)cc21,i,i,28,i,i,i,i,-0.4,i,i,-7.2*
COc1ccc(OC)c2[nH]c(=O)c(CCNC(=O)c3cccs3)cc12,i,i,5,i,i,i,i,0.1,i,i,i
CCc1cc2c(=O)n(CC)c(SC(C)C(=O)Nc3c(C)n(C)n(-c4ccccc4)c3=O)nc2s1 (configuration not stated),i,i,15,i,i,i,i,-0.3,i,i,i
CN(Cc1ccc2ccccc2c1)C(=O)c1ccc(C(F)(F)F)cc1,i,i,32,i,i,i,i,-0.4,i,i,i
Cc1ccc(N2C(=O)C3C4CC(=O)C(c5ccccc54)C3C2=O)cc1C (configuration not stated),i,i,0,i,i,i,i,0.6,i,i,i
CCC(C)Sc1nc2c(cnn2-c2ccc(F)cc2)c(=O)[nH]1 (configuration not stated),i,i,36,i,i,i,i,-39,i,i,i
CCOC(=O)C1=C(C)N=C2SC(C(=O)OC)=CC(=O)N2C1c1ccc(OC)cc1 (configuration not stated),i,i,3,i,i,i,i,-0.6,i,i,i
O=C(NC(=S)N1CCN(Cc2ccccc2)CC1)c1ccccc1,i,i,4,i,i,i,i,-0.6,i,i,i
CN(c1ccc(C(=O)N2CCCCC2)cc1)S(=O)(=O)c1ccccc1,i,i,20,i,i,i,i,2.2,i,i,i
COC(=O)c1ccc(NCC(=O)c2ccccc2)cc1,i,i,28,i,i,i,i,1.2,i,i,i
Cc1cc(C)c(C#N)c(SCc2cc3c(cc2Cl)OCO3)n1,i,i,14,i,i,i,i,-0.5,i,i,i
COc1cc(-c2[nH]ncc2CN2CCN(Cc3cccs3)CC2)cc(OC)c1OC,i,i,14,i,i,i,i,-0.6,i,i,i
CC1Oc2ccccc2N(CC(=O)NC2CCCC2)C1=O (configuration not stated),i,i,2,i,i,i,i,-8.6,i,i,i
COc1ccc(Cn2nc(C(=O)O)c3ccccc3c2=O)cc1F,i,i,16,i,i,i,i,1.3,i,i,i
CCCc1c(O)nc(SC2CC(=O)N(c3ccc(OC)cc3)C2=O)[nH]c1=O (configuration not stated),i,i,7,i,i,i,i,0.1,i,i,i

# One compound at a time, from the list above. Order of values: TRPC6 act, TRPC4 inh, AI-2 QS modul, MrgX1 antagonist, PolyA inhibitor, TRPC4 potent, MrgX1 agonist, HIF act, MrgX1 allo act, TRPC4 agonist, TRPC6 inh
# CCOC(=O)C1=C(C)N=C2SC(C(=O)OC)=CC(=O)N2C1c1ccc(OC)cc1 (configuration not stated) as listed: i, i, 3, i, i, i, i, -0.6, i, i, i
# N#C/C(=C\c1cccc([N+](=O)[O-])c1)c1ccccn1 as listed: i, i, 12, i, i, i, i, 0.7, i, i, i
# O=C(N/N=C/c1cc(Br)c(O)c([N+](=O)[O-])c1)C(O)(c1ccccc1)c1ccccc1 as listed: i, i, 15, i, i, i, i, 0.5, i, i, i

# (cont.)
SMILES,TRPC6 act,TRPC4 inh,AI-2 QS modul,MrgX1 antagonist,PolyA inhibitor,TRPC4 potent,MrgX1 agonist,HIF act,MrgX1 allo act,TRPC4 agonist,TRPC6 inh
CCCCNC(=S)Nc1cccc(C(C)=O)c1,i,i,29,i,i,i,i,2.3,i,i,i
O=C(Nc1cccc(-c2nc3cccnc3s2)c1)c1ccco1,i,i,36,i,i,i,i,1.5,i,i,i
CCOC(=O)CNC(=O)Cc1ccc(Cl)cc1,i,i,25,i,i,i,i,1.0,i,i,i
O=C1C2C3c4ccccc4C(c4ccccc43)[C@@H]2C(=O)N1c1nc(-c2ccccc2)cs1 (some centres not stated),i,i,30,i,i,i,i,0.6,i,i,i
O=C(Nc1nnc(/N=C/c2ccco2)s1)c1ccc(F)cc1,i,i,35,i,i,i,i,0.7,i,i,i
CCCNS(=O)(=O)c1cc2c3c(c1)C(C)C(=O)N3CCC2 (configuration not stated),i,i,14,i,i,i,i,-0.4,i,i,i
COCc1cc(C2C(C(=O)c3ccco3)=C(O)C(=O)N2CCOCCO)ccc1O (configuration not stated),i,i,14,i,i,i,i,-0.3,i,i,i
CCOc1cc2[nH]c(=S)n(Cc3ccc(C(=O)N4CCN(C)CC4)cc3)c(=O)c2cc1OCC,i,i,9,i,i,i,i,-5.6,i,i,i
COc1ccccc1/C=N/N1C(=O)C2C3C=CC(CC3)C2C1=O (configuration not stated),i,i,16,i,i,i,i,0.0,i,i,i
O=C(CN1C(=O)/C(=C2\SC(=S)N(C3CCS(=O)(=O)C3)C2=O)c2ccccc21)Nc1ccc(F)cc1 (configuration not stated),i,i,14,i,i,i,i,0.2,i,i,i
CC(OC(=O)Cc1c[nH]c2ccccc12)C(=O)N(C)c1ccccc1 (configuration not stated),i,i,22,i,/,i,i,-0.2,i,i,i
COc1ccccc1C/C(N)=N/OC(=O)COc1ccc(C)cc1C,i,i,0,i,i,i,i,0.1,i,i,i
Cc1cc(O)c(C2(O)C(=O)Nc3cc(Br)ccc32)cc1C (configuration not stated),i,i,-14,i,i,i,i,0.5,i,i,i
Cc1cc(C)cc(OCC(=O)N(Cc2cccs2)C2CCS(=O)(=O)C2)c1 (configuration not stated),i,i,16,i,i,i,i,-0.3,i,i,i
CC(C)c1cc(C(=O)OCC(=O)NC(=O)NCc2ccco2)c(O)c(C(C)C)c1,i,i,18,i,i,i,i,-0.7,i,i,i
O=C(C1CCCCC1)N1CCCC(c2nc(-c3ccc(F)cc3)no2)C1 (configuration not stated),i,i,30,i,i,i,i,0.1,i,i,i
Cc1ccc(S(=O)(=O)CCC(=O)OCC(=O)Nc2ncc(Cl)cc2Cl)cc1,i,i,23,i,i,i,i,-0.3,i,i,i
O=C(O)CCN1C(=O)C(=C2CCCCCC2)SC1=S,i,i,8,i,i,i,i,-1.1,i,i,i
COc1ccc(C(=O)NC(=S)Nc2ccc(S(=O)(=O)Nc3cc(C)on3)cc2)cc1OC,i,i,19,i,i,i,i,-0.2,i,i,i
CCc1c(C)sc2nc(SCC(=O)Nc3cc(C)on3)n(CCOC)c(=O)c12,i,i,11,i,i,i,i,-0.3,i,i,i
COc1ccc(-c2nnn(CCc3nn[nH]n3)n2)cc1,i,i,4,i,i,i,i,2.7,i,i,i
CC(=O)c1cccc(NC(=O)CSc2ccc(-c3ccc4c(c3)OCO4)nn2)c1,i,i,39,i,i,i,i,3.1,i,i,i
CCOC(=O)c1cc(CC)sc1NC(=O)COC(=O)c1cc[n+]([O-])cc1,i,i,12,i,i,i,i,-0.5,i,i,i
CCOc1cccc(C=NCCc2ccc(OC)c(OC)c2)c1O,i,i,20,i,i,i,i,1.0,i,i,i
CCC(C)c1ccccc1NC(=O)COC(=O)CCc1cc(OC)c(OC)c(OC)c1 (configuration not stated),i,i,22,i,i,i,i,-0.1,i,i,i

# Additional compounds follow:
SMILES,TRPC6 act,TRPC4 inh,AI-2 QS modul,MrgX1 antagonist,PolyA inhibitor,TRPC4 potent,MrgX1 agonist,HIF act,MrgX1 allo act,TRPC4 agonist,TRPC6 inh
O=C(CSc1ccc2ccccc2c1)Nc1ccc(S(=O)(=O)Nc2nccs2)cc1,i,i,26,i,i,i,i,-0.3,i,i,i
Cc1cc2cc(CNC(=S)NC3CCCCC3)ccc2n1C,i,i,7,i,i,i,i,-0.7,i,i,i
Cn1c(=O)[nH]c2nc[nH]c2c1=O,i,i,20,i,i,i,i,-0.1,i,i,i
CCC1(C(=O)c2ccccc2)C(c2cccc([N+](=O)[O-])c2)C1(C(=O)OC)C(=O)OC (configuration not stated),i,i,4,i,i,i,i,-0.3,i,i,i
COC(=O)Cc1nnc(Nc2cccc(C)c2)c2ccccc12,i,i,6,i,i,i,i,0.0,i,i,i
O=C(CN1CCC(NC(=O)C2CCCCC2)CC1)NCc1ccco1,i,i,5,i,i,i,i,-0.2,i,i,i
COC(c1ccccc1)c1nnc(CCC(=O)N(C)C(C2CC2)C2CC2)o1 (configuration not stated),i,i,16,i,i,i,i,1.7,i,i,i

# Some of these compounds in order of heavy-atom count, lowest first:
SMILES,TRPC6 act,TRPC4 inh,AI-2 QS modul,MrgX1 antagonist,PolyA inhibitor,TRPC4 potent,MrgX1 agonist,HIF act,MrgX1 allo act,TRPC4 agonist,TRPC6 inh
COC(=O)Cc1nnc(Nc2cccc(C)c2)c2ccccc12,i,i,6,i,i,i,i,0.0,i,i,i
CN(C)CCCN1c2ccccc2Sc2ccc(C(F)(F)F)cc21,i,i,28,i,i,i,i,-0.4,i,i,-7.2*
COc1ccc(OC)c2[nH]c(=O)c(CCNC(=O)c3cccs3)cc12,i,i,5,i,i,i,i,0.1,i,i,i
